Source: PubChem (Broad Institute)
DENV2 CPE: protects cells from dengue virus 2 cytopathic effect | hit rate 1.7% among 350,000 | DENV2-infected cells, cytopathic effect rescue, plate reader | CPE inhibition, % at 9.99 µM; in the data active = CPE inhibition above about 20%, passing the limit was not always enough; inconclusive = no clear call, values can overlap the other calls; tested in BHK-21 cells;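 also: 0% = median of neutral control wells and 100% = median of positive control wells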
EWS-Fli inh: blocks EWS/Fli oncoprotein-driven transcription; A673 NR0B1-luciferase reporter, viability-normalised; inhibition, % at 12.6 µM; hit rate 0.67% among 350,000; AID 651661;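 active = mean inhibition of at least 50% after viability correction, with every replicate also passing that limit; inconclusive = mean reaches 50% but only one of two replicates passes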;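 also: firefly luciferase signal divided by Alamar Blue viability fluorescence both relative to DMSO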
GSIS activator: primary screen for activators of insulin secretion dependent on glucose, INS-1E cells, GLuc reporter luminescence; INS-1E GLuc reporter insulin secretion, 2-3 h; hit rate 0.61% among 370,000; activation, % at 16.6 µM; AID 743287;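 active = lowest replicate activation of at least 40%, so every replicate reaches that level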;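 also: 0% = median of neutral control wells and 100% = median of IBMX positive control wells; some compounds called inactive have numbers as strong as hits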
CFTR F508del cor: correctors of CFTR F508del function in bronchial epithelial cells. CFBE cells, YFP halide quenching; stimulated with forskolin plus potentiator P3; % fluorescence drop versus neutral controls. activity (quench increase), % at 7.58 µM. hit rate 0.36% among 350,000. AID 720511;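 active = mean added fluorescence quench of at least 8% versus neutral control, with both replicates also reaching 8%; inconclusive = only one of the mean or replicate conditions met; inactive = mean below 8% and not both replicates reaching 8%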;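 also: cells transiently co-express mutant CFTR-F508del with the halide-sensitive YFP; corrector assay measuring rescue of mutant channel to the surface after 24 h compound exposure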
ARNT TACC3 PPI: disrupts binding between human ARNT and TACC3; AID 623870; Q9Y6A5; AlphaScreen His-ARNT PAS-B/GST-TACC3 binding, luminescence; TACC3 fragment carries E629A point mutation; inhibition, % at 9.99 µM; hit rate 0.66% among 390,000;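 active = mean inhibition of replicates at least 50% and at least half of replicates each reaching 50%; inconclusive = half or more replicates reach 50% but mean below 50%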;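 also: 0% = complete ARNT plus TACC3 wells and 100% = ARNT alone without TACC3; many hits fall short of the cut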
Xi reactivation: activators of X-chromosome reactivation in mouse fibroblasts | hit rate 0.055% among 360,000 | activation, % at 7.58 µM | XiGFP mouse fibroblasts, % GFP-positive cells imaging, 3 d; cells co-treated with 5-aza-dC sensitizer; scaled so ellipticine positive control = 100%;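 active = mean normalized replicate activation at least 10% and every replicate at or above 10%; inconclusive = only one of the two criteria met; inactive = mean below 10% and not all replicates reach 10%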;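 also: 0% = median of on-plate neutral control wells and 100% = ellipticine 6 µM median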
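System: XiGFP fibroblasts, SV40-immortalized. Medium: DMEM plus 5-aza-dC sensitizer. Doses: single point. Timing: 3 d treatment, 15 min room-temperature fixation. Control set: ellipticine 6 µM.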
ERp5 block: inhibitors of human ERp5; hit rate 0.05% among 350,000; Q15084; ERp5 insulin aggregation, absorbance 650 nm, 90 min; inhibition, % at 9.99 µM; AID 651711;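 active = mean replicate inhibition above about 25%, with every replicate also reaching it, limit read from the data, passing the limit was not always enough; inconclusive = only one of those two criteria met; inactive = neither criterion met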
Target sequence (Q15084 whole entry, looked up): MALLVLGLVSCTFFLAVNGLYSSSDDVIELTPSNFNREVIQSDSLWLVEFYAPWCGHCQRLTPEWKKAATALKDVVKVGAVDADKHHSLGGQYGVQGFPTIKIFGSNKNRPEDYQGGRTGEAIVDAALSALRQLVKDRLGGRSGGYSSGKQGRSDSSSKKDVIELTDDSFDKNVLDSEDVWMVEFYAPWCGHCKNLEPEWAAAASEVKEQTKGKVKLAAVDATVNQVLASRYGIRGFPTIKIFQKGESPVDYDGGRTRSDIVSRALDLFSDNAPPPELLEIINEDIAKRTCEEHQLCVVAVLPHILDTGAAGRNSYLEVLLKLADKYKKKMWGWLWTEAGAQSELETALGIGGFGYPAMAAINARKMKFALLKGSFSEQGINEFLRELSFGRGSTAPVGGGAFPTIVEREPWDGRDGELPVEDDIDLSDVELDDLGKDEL
PAX8 reporter: PAX8 transcriptional activity inhibition; RMG-I TPO-luciferase reporter, SteadyGlo, 24 h; inhibition, % at 12.6 µM; hit rate 1.2% among 360,000; AID 652154;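 active = mean replicate inhibition at least 60% with every replicate also reaching 60%; inconclusive = only one of the two criteria is met; inactive = mean below 60% and not all replicates reaching 60%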;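 also: luciferase light reporting Pax8 driven TPO promoter activity; plate controls were median of neutral control wells for no effect and mitoxantrone controls for full effect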
Numbers without * were called inactive; ? = inconclusive; · = not tested or not shown.

SMILES	DENV2 CPE	EWS-Fli inh	GSIS activator	CFTR F508del cor	ARNT TACC3 PPI	Xi reactivation	ERp5 block	PAX8 reporter
CC(=O)c1c(C)[nH]c(C(=O)CSc2nnc(-c3ccco3)o2)c1C	6	18	-3	-2.4	·	0.0	2	27
COc1cccc(S(=O)(=O)NCc2ccc(C(=O)NCc3ccccn3)cc2)c1	-9	-2	9	1.2	·	0.0	-27	1
C[C@H]1CN([C@@H](C)CO)C(=O)c2cc(C#Cc3ccncc3)cnc2O[C@@H]1CN(C)S(=O)(=O)c1ccccc1F	-8	8	-21	-0.3	-8	0.4	-3	·
Cc1noc(C)c1S(=O)(=O)N(C)C[C@@H]1Oc2ccc(NC(=O)C3CC3)cc2CC(=O)N([C@@H](C)CO)C[C@H]1C	-2	6	-8	-0.3	15	0.0	-3	-8
CC(Sc1nnc(CN2CCCC2)n1Cc1ccccc1)C(=O)Nc1ccc(F)cc1 (stereo not drawn)	2	·	-25	2.1	6	-0.2	2	-5
O=C1C2CCCN2C(=O)N1CCCN1CCN(c2ccc([N+](=O)[O-])cc2)CC1 (stereo not drawn)	0	4	7	0.4	-1	0.0	6	2
Cc1c(CCO)sc[n+]1CC(=O)OC12CC3CC(CC(C3)C1)C2	-4	6	·	·	-3	0.1	-2	5
CCOC(=O)C1=C(C)NC2=C(C(=O)c3ccccc32)C1c1cccc2ccccc12 (stereo not drawn)	-4	-3	-7	2.6	1	0.3	1	7
O=C(Cc1ccccn1)N[C@H]1CC[C@@H](CCn2cc(-c3cccnc3)nn2)O[C@H]1CO	-3	1	5	3.0	1	1.0	-1	-16
COc1ccc(S(=O)(=O)Nc2ccc3c(c2)C(=O)N([C@@H](C)CO)C[C@@H](C)[C@@H](CN(C)C(=O)NC2CCCCC2)O3)cc1	-2	-3	-14	-1.3	-8	-0.2	-8	·
CN(C(=O)CSc1nnc2n1CCCCC2)C1(C#N)CCCCC1	5	-3	-3	0.8	3	0.1	2	8
COc1cccc(S(=O)(=O)N(C)C[C@@H]2Oc3cc(C4=CCCC4)ccc3S(=O)(=O)N([C@H](C)CO)C[C@@H]2C)c1	11	16	2	0.9	-1	-0.1	-6	·
CCOc1ccc(N(CC(=O)NC2CCCC2)C(=O)CCC(=O)Nc2nccs2)cc1	6	8	12	-0.7	-5	0.0	-1	4
COc1ccc(OC)c(CN2CCC(C(=O)N3CCOCC3)CC2)c1	-5	16	23	·	-6	0.1	3	-9
COC(=O)CCc1cccc(CCC(=O)OC)c1	46*	-3	1	-1.8	-1	0.0	-2	22
COC(=O)c1c(C(=O)OC)c(-c2ccc(Br)cc2)n2c1CS(=O)C2 (stereo not drawn)	-5	5	10	0.9	·	0.1	4	7
Cc1ccc2oc(C(=O)N(C)Cc3ccon3)c(C)c2c1	17	·	3	-1.5	19	0.8	-2	-279
CCN1CCN(C2=C(NS(=O)(=O)c3ccccc3)C(=O)c3ccccc3C2=O)CC1	0	-7	·	-3.2	·	0.2	-3	-6
COc1ccc(C(=O)NNC(=O)CSc2nnnn2C)cc1	0	-7	-20	2.5	-5	-0.1	5	-13
O=C1N[C@@H](Cc2ccccc2)C(=O)N2[C@H]1C[C@]1(Br)c3ccccc3N(S(=O)(=O)c3ccc(F)cc3)[C@H]21	·	-3	-16	2.8	-4	0.1	5	19
CCn1nc(C(=O)NNC(=O)c2cc(Cl)ccc2OC)c2ccccc2c1=O	-3	10	1	-0.7	3	0.0	4	21
O=C(/C=C/c1cccc(F)c1)Nc1cc(S(=O)(=O)N2CCOCC2)ccc1Cl	-8	9	·	-3.3	2	0.0	1	19
C[C@H](CO)N1C[C@H](C)[C@H](CN(C)S(C)(=O)=O)Oc2ccc(NS(=O)(=O)c3cn(C)cn3)cc2CC1=O	10	3	5	1.0	-14	0.1	12	-16
COc1ccccc1OCCNC(=O)C1CCN(C(C)=O)CC1	18	·	5	-0.4	·	0.1	1	1
COc1ccc(N(CC(=O)NCc2ccc(C)cc2)S(=O)(=O)c2c(C)noc2C)cc1	0	·	-3	-2.2	-8	0.3	0	-4
OC[C@@H]1[C@H]2c3ccccc3NC[C@H]2N1CC1CCCCC1	5	3	5	-3.0	7	0.0	-9	2
CCCn1nc(C(=O)NC2CCCCCC2)c2ccccc2c1=O	-2	-6	6	0.3	8	0.1	0	-11
COc1cccc(C#Cc2ccc([C@@H]3[C@H](CO)N4C(=O)CN(C(=O)c5ccccc5)C[C@@H]34)cc2)c1	1	-2	-34	1.6	·	0.3	-1	69*
CCCc1c(C(=O)N/N=C(\C)c2cccnc2)nnn1-c1nonc1N	-9	-10	·	-1.0	·	0.0	8	0
CCOC(=O)c1c(S(=O)(=O)N2CCN(c3ccc(C(C)=O)cc3)CC2)c(C)n(C)c1C	?	·	17	1.2	-6	-0.1	6	-14
COc1ccc(S(=O)(=O)N(C)C[C@@H]2OCCCC[C@@H](C)Oc3ccc(NS(=O)(=O)c4cn(C)cn4)cc3C(=O)N([C@@H](C)CO)C[C@H]2C)cc1	-2	·	1	-0.8	3	0.3	0	-8
COc1ccc(CC(=O)OCC(=O)c2c[nH]c3ccccc23)cc1	-3	13	-14	-0.4	-10	0.2	-5	22
CCc1ccc(/C=C\C(=O)N2CCCC2)cc1	0	-76	0	·	-15	0.2	2	-96
C[C@H](CO)N1C[C@H](C)[C@H](CN(C)C(=O)C2CC2)Oc2ncc(Br)cc2C1=O	·	-4	10	0.8	·	-0.7	·	·
C[C@@H]1CCCCO[C@@H](CN(C)Cc2ccncc2)[C@@H](C)CN([C@H](C)CO)C(=O)c2cc(NC(=O)Nc3ccc4c(c3)OCO4)ccc2O1	-1	-9	5	-2.2	-7	0.0	0	-11
C[C@@H]1CCCCO[C@@H](CN(C)C(=O)c2ccccc2)[C@H](C)CN([C@H](C)CO)C(=O)c2cc(NC(=O)Cc3ccccc3)ccc2O1	12	5	-12	-1.8	-3	-0.1	-6	11
Oc1ccccc1CNCC12CC3CC(CC(C3)C1)C2	-1	23	-3	-1.5	7	0.0	-1	17
CO[C@@H]1CN(C)C(=O)c2cc(NC(=O)C3CC3)ccc2OC[C@@H](C)N(C(=O)c2ccccn2)C[C@@H]1C	·	5	7	1.9	·	0.3	·	·
C[C@@H]1CCCCO[C@H](CN(C)S(=O)(=O)c2ccc(F)cc2)[C@@H](C)CN([C@H](C)CO)C(=O)c2cc(NC(=O)Cc3ccccc3)ccc2O1	4	-2	-1	-3.6	-3	0.0	·	0
O=Cc1cccn1-c1c(C(=O)O)cnn1-c1ccccc1	4	-7	-5	-2.4	-30	0.1	-6	-22
C/C=C/c1ccc([C@H]2[C@@H](CO)N(Cc3cncnc3)C23CN(C(C)=O)C3)cc1	-2	0	0	-0.1	·	-0.1	-1	-3
COCC(=O)N1CC[C@@H]2[C@H]1c1cc(C#Cc3cccc(F)c3)ccc1N[C@@H]2CO	-6	-11	3	-3.5	-5	0.0	8	6
Cc1cc(NC(=O)CN2C(=O)NC3(CCCCC3C)C2=O)no1 (stereo not drawn)	·	·	9	·	-23	0.1	·	-3
COC(=O)C1=C(C)N(Cc2ccccc2C(F)(F)F)C(=NCC2CC2)NC1c1cccc(Cl)c1 (stereo not drawn)	14	6	·	1.0	·	0.1	0	7
CCOc1ccc(NC(=O)CN(C)C(=O)c2ccccc2Cc2ccccc2)cc1OCC	0	1	-18	-0.8	5	0.2	4	12
Cc1cc(C)c(OCC(=O)Nc2ccc(S(=O)(=O)N3CCOCC3)cc2)c(C)c1	-7	8	25	-5.4	8	0.2	8	26
O=S(=O)(c1ccccc1F)N1CCCCN2[C@@H](CO)[C@H](c3ccc(-c4cccnc4)cc3)[C@@H]2C1	·	·	-5	1.2	-16	0.1	5	-7
O=C(NC[C@H]1[C@H](c2ccccc2)[C@@H](CO)N1CC1CC1)C1CC1	-10	2	4	-2.7	3	0.0	17	-6
O=C(O)c1cccc(N/C(=N\S(=O)(=O)c2ccccc2)c2ccccc2)c1	-3	-8	19	-2.0	-5	0.1	2	15
O=C(CCN1C(=O)/C(=C/c2ccc(F)cc2)SC1=S)NCCc1cnc[nH]1	-3	·	19	0.6	17	0.0	1	-4

(list continues)
SMILES	DENV2 CPE	EWS-Fli inh	GSIS activator	CFTR F508del cor	ARNT TACC3 PPI	Xi reactivation	ERp5 block	PAX8 reporter
C[C@H]1CCCCO[C@H](CN(C)C(=O)Nc2ccccc2)[C@@H](C)CN([C@@H](C)CO)C(=O)c2cc(NC(=O)Cc3ccccc3)ccc2O1	-10	21	9	-0.6	-7	0.1	2	-5
C=CCNC(=O)c1cc(Cl)cc(Cl)c1	1	-2	6	-0.9	-3	0.0	2	4
CC(Cc1ccccc1)C(=O)N[C@@H](CO)Cc1ccccc1 (stereo partly drawn)	-1	-13	-25	2.0	-4	0.0	1	-36
CCN(Cc1ccccc1)c1cc2c(c3c1ccn3C)C1CCC2C1 (stereo not drawn)	-1	8	-14	0.3	·	0.0	5	8
CC(C)Cn1c(=O)c2c(nc3n2CCS3)n(C)c1=O	0	-7	31	0.8	-3	0.0	1	7
Cc1cc(C)cc(NC(=O)COC(=O)c2cc(=O)[nH]c(=O)[nH]2)c1	5	6	-33	-0.1	·	0.0	-58	13
Cc1c(C)c2c(OCC(=O)NCc3ccccn3)cc3c(c2oc1=O)CCC(C)(C)O3	9	0	23	0.8	-7	·	-7	·
C[C@H]1CN([C@@H](C)CO)C(=O)CCCn2nncc2CO[C@@H]1CN(C)S(=O)(=O)c1ccc2c(c1)OCCCO2	8	4	2	0.7	-9	0.3	2	-7
N#Cc1c(NCCO)ccc([N+](=O)[O-])c1NCCO	1	11	14	1.3	-4	0.7	2	-11
COc1ccc(NC(=O)Nc2ccc3c(c2)C(=O)N([C@@H](C)CO)C[C@H](C)[C@H](CN(C)S(=O)(=O)c2ccc(OC)cc2)OCCCC[C@@H](C)O3)cc1	-10	-11	12	-0.6	-11	0.0	·	4
CN(C)CC(=O)Nc1ccc2c(c1)[C@H]1C[C@@H](CC(=O)N3CCc4ccccc4C3)O[C@H](CO)[C@H]1O2	2	-2	7	0.9	0	0.0	-1	1
N#C[C@@H]1[C@H](c2ccccc2)[C@@H](CO)N1C(=O)Cc1ccccn1	13	2	12	0.9	-7	0.3	1	-7
O=C(CSCc1ccccc1)Nc1ccccc1C(=O)Nc1ccc(C(=O)O)cc1	32*	-5	-4	-0.6	-3	0.2	-1	-11
CNC(=O)C[C@H]1CC[C@@H]2[C@H](COc3ccc(NC(=O)c4ccccc4OC)cc3C(=O)N2C)O1	-6	-13	-2	2.3	2	0.2	1	-18
CCN(CC)c1ccc(C(=O)OCC(=O)Nc2cccc(S(=O)(=O)NC3=NCCCCC3)c2)cc1	·	·	-20	·	10	0.1	·	1
CCNS(=O)(=O)c1ccc(NC(=O)c2c(-c3ccccc3)noc2C)cc1	15	4	9	0.7	-9	0.0	2	-9
CCOC(=O)CN1C(=O)/C(=C/c2ccc(Cl)cc2)Oc2ccccc21	6	5	15	0.2	·	0.4	1	-15
